Screens deposited in PubChem by The Scripps Research Institute Molecular Screening Center.
TAAR1 antag: human TAAR1 antagonists, primary screen, Fluo-8 calcium fluorescence, CHO RD-HGA16 cells; Trace amine-associated receptor 1 (Homo sapiens), Q96RJ0; antagonist; inhibition, % at 3 µM; 360,000 compounds, 1.5% hits; AID 624466, 2012;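 active = inhibition above a per-plate cutoff, the mean inhibition of test compounds on that plate plus 3 SD, cut at about 49% in these data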;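 note: 0% = DMSO plus EC80 beta-PEA response and 100% = DMSO alone without agonist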
Target sequence (Q96RJ0 whole entry, looked up): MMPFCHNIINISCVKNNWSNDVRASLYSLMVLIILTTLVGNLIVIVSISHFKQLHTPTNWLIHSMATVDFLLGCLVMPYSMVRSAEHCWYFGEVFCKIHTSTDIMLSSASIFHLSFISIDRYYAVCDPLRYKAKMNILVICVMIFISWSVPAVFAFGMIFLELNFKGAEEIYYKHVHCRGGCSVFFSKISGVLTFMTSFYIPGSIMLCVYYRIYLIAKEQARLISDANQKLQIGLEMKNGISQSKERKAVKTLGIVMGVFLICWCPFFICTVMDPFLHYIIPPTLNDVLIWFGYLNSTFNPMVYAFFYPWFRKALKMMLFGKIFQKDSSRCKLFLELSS
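Test system – hTAAR1-expressing CHO RD-HGA16 cells, Gα16-coupled · Also added – β-PEA at EC80 concentration, post-compound challenge · Compound – 3 µM, single point · Incubation – dye loading 75 min at 37 °C, then 30 min room temperature · Measured by – Fluo-8 intracellular calcium dye fluorescence, real-time kinetic reads · Benchmarks – vehicle and agonist controls · Replicates – singlicate, one well per test compound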
OXTR agonist: human OXTR agonists, primary screen, fluorescence, CHO-OTR cells, Fluo-8 calcium | Fluo-8 calcium fluorescence; normalized: DMSO 0%, oxytocin 100% | activation, % at 3 µM | 320,000 compounds, 0.32% hits | AID 2435, 2010;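 active = activation above the mean of all tested compounds plus 3 SD, cutoff set per screening run, cut at about 20% in these data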;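 note: peak over basal fluorescence ratio from a 100 s FLIPR kinetic read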
OXTR potentiator: human OXTR potentiators, primary screen, fluorescence, CHO-OTR cells, Fluo-8 calcium; 320,000 compounds, 0.061% hits; Oxytocin receptor (Homo sapiens), P30559; Fluo-8 calcium fluorescence, potentiator mode; 0% = oxytocin EC15, 100% = EC100; activation, % at 3 µM;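 active = activation above that plate's cutoff, the mean activation of tested compounds plus 3 SD, cut at about 6.6% in these data, passing the limit was not always enough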;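 note: 100% uses oxytocin at 75 nM as the full agonist control; some results filed as inactive read as strong as hits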
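Assay system: CHO cell line stably expressing human OTR. Reagent: EC15 oxytocin agonist. Dosing: single dose, 3.0 µM nominal final compound concentration. Timing: compound 6 min at room temperature before oxytocin, 100 s read. Signal: kinetic Fluo-8 calcium fluorescence. Controls: oxytocin EC15 low and EC100 high.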
CHRM1 agonist: human M1 muscarinic receptor agonists, primary screen, Fluo-8 calcium fluorescence, CHO-K1 cells, HTS | 360,000 compounds, 0.33% hits | CHO-K1 hM1, agonist mode; 0% DMSO, 100% acetylcholine EC100 | activation, % at 3 µM;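 active = activation above the run's mean compound activation plus 3 SD, cut at about 16% in these data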;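 note: peak over basal fluorescence ratio within a 140 s kinetic read after compound addition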
CHRM1 antagonist: human M1 muscarinic receptor antagonists, primary screen, CHO-K1 cells, Fluo-8 calcium fluorescence, 1536-well | Muscarinic acetylcholine receptor M1 (Homo sapiens), P11229 | CHO-K1 hM1, ACh EC80 antagonist | inhibition, % at 3 µM | 360,000 compounds, 1.3% hits | AID 588852, 2011;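 active = percent inhibition above its own plate's cutoff, namely the mean of that plate's compound wells plus 3 SD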;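 note: peak over basal fluorescence ratio during 140 s after agonist addition; 0% = ACh EC80 plus DMSO and 100% = DMSO alone without agonist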
M1 PAM: human M1 muscarinic receptor positive allosteric modulators, primary screen, CHO-K1 cells, Fluo-8 calcium fluorescence, 1536-well. Muscarinic acetylcholine receptor M1 (Homo sapiens), P11229. CHO-K1 hM1, ACh EC20; 0% = ACh EC20, 100% = maximal ACh. activation, % at 3 µM. 360,000 compounds, 0.088% hits. AID 588819, 2011; in the data active = activation above about 19%, passing the limit was not always enough
TAAR1 agonist: human TAAR1 agonists, primary screen, Fluo-8 calcium fluorescence, CHO RD-HGA16 cells; Trace amine-associated receptor 1 (Homo sapiens), Q96RJ0; vehicle wells 0%, saturating PEA agonist 100%; activation, % at 3 µM; 360,000 compounds, 0.99% hits; AID 624467, 2012;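 active = activation above the mean activation of all test compounds in the run plus 3 SD, cut at about 38% in these data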
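System: CHO-derived RD-HGA16 cells with stable Gα16 and human TAAR1. Times: 17-24 h plating, Fluo-8 75 min 37 °C, 30 min RT. Measured by: calcium-sensitive Fluo-8 signal, excitation 470-495, emission 515-575 nm. Read-out basis: % activation relative to PEA EC100 response. Control set: DMSO and PEA EC100. Repeats: no replicates (n 1).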
V1aR counter: agonists of human V1a receptor, primary screen, counter-screen for OXTR agonist project, fluorescence, CHO-V1R cells; Fluo-8 calcium fluorescence, agonist mode; 0% DMSO, 100% 3 nM vasopressin; Vasopressin V1a receptor (Homo sapiens), P37288; 320,000 compounds, 0.25% hits; activation, % at 3 µM; AID 2797, 2010;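 active = activation above the mean activation of all tested compounds plus 3 SD, per screening run, cut at about 20% in these data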;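 note: signal is peak over basal fluorescence ratio across a 100 second FLIPR read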
Target sequence (P37288 whole entry, looked up): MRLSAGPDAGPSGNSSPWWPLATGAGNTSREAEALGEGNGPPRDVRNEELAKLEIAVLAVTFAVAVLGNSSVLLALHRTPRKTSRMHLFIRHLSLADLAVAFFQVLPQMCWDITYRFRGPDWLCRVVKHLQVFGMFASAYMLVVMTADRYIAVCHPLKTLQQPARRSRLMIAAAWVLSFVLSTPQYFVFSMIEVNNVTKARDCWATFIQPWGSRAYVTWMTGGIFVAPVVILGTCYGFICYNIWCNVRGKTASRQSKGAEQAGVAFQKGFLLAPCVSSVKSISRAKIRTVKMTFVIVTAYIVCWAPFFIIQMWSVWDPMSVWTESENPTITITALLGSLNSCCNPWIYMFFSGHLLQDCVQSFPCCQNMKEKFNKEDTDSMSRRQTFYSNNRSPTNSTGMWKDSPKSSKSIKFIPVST
CHO parental Ca: ATP-evoked calcium signal inhibitors, parental CHO, primary screen, counter-screen for OX1R antagonist project, cell-based, fluorescence, Fluo-8 calcium dye. parental CHO-K1, ATP-induced calcium, Fluo-8 fluorescence. inhibition, % at 5.6 µM. 330,000 compounds, 0.63% hits;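 active = inhibition above that plate's mean sample inhibition plus 3 SD, cut at about 26% in these data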;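 note: 0% = ATP-challenged DMSO wells and 100% = DMSO wells without ATP; some compounds past the cut are filed as inactive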
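Assay system: untransfected parental CHO cell line. Also added: ATP agonist challenge. Dosing: one dose, 5.6 µM nominal. Measured by: Fluo-8 fluorescence. Read-out: % inhibition. Benchmarks: ATP wells versus no-ATP DMSO wells. Repeats: no replicates.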
* marks the source's active call; other numbers are inactive results; . = not tested or not shown.

SMILES	TAAR1 antag	OXTR agonist	OXTR potentiator	CHRM1 agonist	CHRM1 antagonist	M1 PAM	TAAR1 agonist	V1aR counter	CHO parental Ca
N/C(=N\OC(=O)c1cccc(Br)c1)c1ccc(Br)cc1	28.1	0.5	-1.0	-2.5	3.2	-1.3	23.3	0.6	-4.1
CCN(C(=O)CN1C(=O)NC(c2ccccc2)(c2ccc(C)c(C)c2)C1=O)C1CCS(=O)(=O)C1 (stereo not drawn)	-18.6	0.5	-4.0	-6.7	-15.8	15.8	10.5	-0.4	-23.0
CC(=O)c1c(C)[nH]c(C(=O)OCCCCN2C(=O)c3ccccc3C2=O)c1C	71.5*	19.4	-23.5	5.2	39.6*	-13.2	20.6	12.1	74.7*
CC(Sc1nc(C(C)(C)C)cc(-c2ccccc2)c1C#N)C(=O)Nc1ccccc1 (stereo not drawn)	-20.2	0.0	-0.8	-5.5	1.2	-2.5	0.6	1.4	-8.6
O=C1C2C3CCC(O3)C2C(=O)N1c1nccs1 (stereo not drawn)	5.2	.	.	-2.6	-0.4	-0.4	0.3	.	.
O=S(=O)(c1ccc(-c2ccccc2)cc1)N1CCCCC1	8.6	-1.4	-14.8	-2.3	-6.4	3.1	0.5	0.1	12.7
CCOC(=O)CSC1=C(C#N)C(c2ccc3c(c2)OCO3)CC(=O)N1 (stereo not drawn)	4.9	1.5	-2.9	-2.2	1.9	-0.1	0.1	1.5	-11.1
CC(C)N(C(=O)CSc1nnc(NC(=O)Cc2cccs2)s1)C(C)C	7.8	0.5	-6.7	-0.3	-14.1	10.9	0.9	-0.7	-2.5
COC(=O)c1ccc(/C=N/NC(=S)NCCN2CCOCC2)cc1	-3.1	-0.7	-12.6	0.3	-5.2	9.6	8.2	3.2	-14.3
CN(C)c1ccc(C(c2nnnn2C(C)(C)C)N2CCN(C(=O)c3ccco3)CC2)cc1 (stereo not drawn)	12.2	1.0	1.3	-3.9	-11.4	2.2	15.7	5.1	1.5
COc1ccc(CC(=O)OCC(=O)NCc2ccco2)cc1	-11.0	0.1	4.1	4.5	-8.5	16.4	-0.2	-0.7	1.4
COc1cccc(CNC(=O)CCC2CCCN(C(=O)c3csc(C(C)C)n3)C2)c1 (stereo not drawn)	-16.5	-0.4	4.4	-3.9	-12.1	7.0	8.8	-0.4	-26.5
COc1cc(N=C2C(=O)N3CCCc4cccc2c43)cc(OC)c1	-12.6	-0.3	6.9	-6.3	-2.1	0.2	2.6	-1.9	-10.7
CO/N=C(\c1nonc1N)N1CCN(c2ccc(Cl)cc2[N+](=O)[O-])CC1	17.8	5.0	-25.7	-2.5	2.1	0.6	7.9	4.7	21.8
Cc1cc(C([O-])=C(C(=S)Nc2ccccc2)[n+]2ccccc2)c(C)n1-c1ccccc1	-20.8	.	.	-6.2	15.3	3.4	0.7	.	.
Cc1c(C(=O)NCCSCc2ccc(Cl)cc2Cl)cccc1[N+](=O)[O-]	34.0	2.9	-19.5	-3.5	6.3	-4.0	7.2	3.2	1.6
Cc1ccc(NC(=O)CC2NCCN(Cc3ccccc3)C2=O)cc1 (stereo not drawn)	-39.2	-0.5	-7.1	-0.9	-6.3	8.0	1.3	1.5	-5.3
CC1CC(=O)Nc2ccccc2N1S(=O)(=O)c1ccc(Cl)cc1 (stereo not drawn)	-0.2	0.5	-1.3	-2.2	-9.1	2.6	-0.1	-0.3	-9.0
CC(C)c1ccc(/C=N/N2CCN(c3ccccn3)CC2)cc1	-33.7	-2.1	-7.2	-2.1	-3.5	2.3	-0.3	-0.5	-30.8
COc1ccc(C(=O)COC(=O)c2cnc(C)cn2)cc1OC	-0.6	1.1	1.0	-2.7	-4.7	9.2	-1.5	-0.1	-8.2
CN(C)CCCNC(=O)c1ccc(=O)[nH]n1	2.2	0.3	-9.9	-1.0	-16.9	26.0	0.4	0.6	3.5
O=Nc1c(O)n(Cc2ccccc2)c2ccccc12	-14.4	0.5	-3.2	16.2*	-15.8	18.2	0.4	-0.3	6.5
C=CCn1c(O)c2ccc(C(=O)N=NC(=O)COc3ccccc3F)cc2c1O	5.0	-0.3	-9.8	-1.0	-10.5	5.7	1.3	0.5	-15.9
O=c1cc(Cl)nc2ccccn12	-4.7	.	.	-2.2	-23.5	12.2	-0.4	.	.
COC(=O)c1ccc(CNC(=O)C(Cc2ccccc2)NC(=O)c2ccccc2)cc1 (stereo not drawn)	25.5	.	.	-0.3	-7.8	-3.0	8.3	.	.
C/C(=N\Nc1nc(C)cc(-c2ccccc2)n1)c1ccc(F)cc1	13.0	-2.2	-4.1	0.1	0.6	7.4	4.6	-0.7	-18.7
N#CCCC(CCC#N)C1=NCCc2ccccc21	-25.6	0.1	-0.4	-3.8	-23.9	4.2	1.6	0.5	1.0
COc1ccc(C(=O)OCC(=O)N2CCN(C(=O)c3ccco3)CC2)cc1OC	-12.5	1.3	-5.2	-1.8	-8.3	7.2	0.2	1.0	-10.0
CSc1nc(-c2ccccc2)ccc1C(N)=O	-5.1	-1.3	-1.6	-5.5	-7.0	11.7	1.6	-0.8	7.9
O=S(=O)(NCc1ccccn1)c1cc(Cl)ccc1Cl	-8.5	-0.1	-0.1	-0.1	-7.6	3.6	8.5	0.7	-3.0
CCC(=O)NNC(=S)NC(=O)c1ccc(C)cc1	19.5	1.0	-2.6	0.7	-10.6	12.7	12.4	0.2	1.5
N#Cc1ccccc1S(=O)(=O)N1CCN(CC(O)CN2CCOCC2)CC1 (stereo not drawn)	-6.8	2.7	7.0	-4.9	-3.5	6.8	3.5	2.5	-11.3
CCOC(=O)C1=C(CC)Nc2ccccc2N=C1NC(=O)c1cc(C)on1	40.8	-1.8	-0.5	-3.8	12.1	-9.2	10.6	0.6	-18.9
O=C(Nc1nc2ccccc2s1)Nc1ccc(F)cc1F	-6.3	0.2	-7.4	-2.4	-5.3	-3.3	0.6	1.8	-6.8
CC(C)Cc1cc(C(=O)Nc2c(F)cc(F)cc2Br)no1	16.2	-1.3	-2.6	-10.0	-4.4	-1.8	-2.2	-0.5	-15.7
Cc1ccc(CNc2nc3cc(-c4ccccc4C)sc3c(=O)n2C)c(C)c1	-34.5	.	.	-0.1	-21.1	11.1	-0.4	.	.
O=C(O)CNC(=O)CCn1nnc2ccccc2c1=O	-10.5	0.3	0.7	-2.6	-3.5	3.9	3.2	0.7	4.9
O=C(O)/C=C/c1cnc[nH]1	-5.7	-0.1	-3.6	-2.4	-21.1	-1.0	6.7	0.8	3.4
CCC(C)N(NC(C)=O)c1nc(Cl)nc(NC(C)C)n1 (stereo not drawn)	8.1	-0.9	-6.9	-4.3	-10.9	1.5	6.5	-0.9	-12.5
O=C(CSc1ccc2ccccc2n1)NCc1ccc2c(c1)OCO2	-1.7	-2.6	-11.0	-7.1	0.0	-6.6	1.5	0.0	-26.8
Cc1cc(C(=O)CSc2nnnn2-c2ccc(Cl)cc2)c(C)n1CC1CCCO1 (stereo not drawn)	1.2	0.7	-5.6	-1.1	-2.0	0.6	14.9	1.9	-10.7
CCNC(=O)C1CCCN(C(=O)c2ccccc2OC(F)(F)F)CC1 (stereo not drawn)	-0.3	.	.	-1.4	-9.6	0.9	-0.3	.	.
Cc1ccc(CN2CCN(Cc3cnc(C)[nH]3)CC2CCO)cc1 (stereo not drawn)	15.0	0.5	4.8	-12.7	-2.8	12.6	8.0	1.4	-1.2
CCN1CCN(CC2CC3C=CC2C3)CC1 (stereo not drawn)	-32.1	0.7	-3.5	-4.9	3.0	-5.3	2.8	1.4	4.4
COc1ccccc1CN1CC(C(=O)NCCCCc2ccccn2)CCC1=O (stereo not drawn)	-0.8	.	.	-7.4	-4.1	0.8	1.2	.	.
CC1Cc2c([nH]c(=O)n(-c3ccccc3)c2=O)O1 (stereo not drawn)	-10.8	.	.	0.2	-17.4	15.3	1.5	.	.
CCc1ccc(C(=O)C(C)OC(=O)Cn2[nH]c(=O)c3ccccc3c2=O)cc1 (stereo not drawn)	9.2	0.7	-4.8	5.4	9.7	12.6	8.4	4.9	-28.9
COCCCn1c(Cc2csc(Nc3cccc(Cl)c3)n2)nnc1SCC(=O)OC1CCCCC1	-10.8	-2.8	-9.0	-3.7	-8.9	6.2	52.8*	-0.5	-1.7
O=C(Cn1cc([N+](=O)[O-])cn1)NCC1CCCO1 (stereo not drawn)	-3.7	-1.6	-2.0	-4.1	-13.1	10.4	-0.3	0.3	3.7
COc1cccc(OC)c1C(=O)NCc1ccco1	-12.7	.	.	-2.2	-3.4	9.2	2.8	.	.
C/C(=N\OCC(=O)O)c1ccc(Cl)cc1	-13.7	-0.3	0.3	-4.9	-3.0	2.0	3.0	0.9	1.5
CCOC(=O)C1(CCCc2ccccc2)CCN(C(=O)Cc2nonc2C)CC1	-6.7	-1.5	-7.6	-10.7	-1.5	1.6	8.9	1.7	-19.9
CC(C)OCCCN1C=C2C(=O)C(C)(OC(=O)CCc3ccccc3)C(=O)C=C2C=C1c1ccc(C#N)cc1 (stereo not drawn)	-3.1	-0.8	-5.8	.	.	.	0.1	-0.8	-20.3
CCOc1ccc(/C=N/NC(=O)Cn2ccnc2C)cc1	-1.8	0.2	-2.7	-5.1	-6.4	3.0	0.5	0.4	0.7

2 of the compounds above, bar-delimited.
smiles | TAAR1 antag | OXTR agonist | OXTR potentiator | CHRM1 agonist | CHRM1 antagonist | M1 PAM | TAAR1 agonist | V1aR counter | CHO parental Ca
CCOC(=O)C1(CCCc2ccccc2)CCN(C(=O)Cc2nonc2C)CC1 | -6.7 | -1.5 | -7.6 | -10.7 | -1.5 | 1.6 | 8.9 | 1.7 | -19.9
CC(C)OCCCN1C=C2C(=O)C(C)(OC(=O)CCc3ccccc3)C(=O)C=C2C=C1c1ccc(C#N)cc1 (stereo not drawn) | -3.1 | -0.8 | -5.8 | . | . | . | 0.1 | -0.8 | -20.3
